Vif inh: inhibitors of HIV Vif; AID 602346; HEK293T cells, Vif self-association by quenched fluorescence, imaging, 24 h; inhibition, % at 7.49 µM; hit rate 0.35% among 340,000; in the data active = inhibition above about 50%, passing the limit was not always enough; also: some results filed as inactive read as strong as hits
SRC2 inh: human SRC2 (NCOA2) inhibition; Q15596; HEK293 GAL4-SRC2 luciferase reporter, luminescence; inhibition, % at 9 µM; hit rate 0.17% among 370,000; AID 651957;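 active = inhibition above the mean inhibition of all tested compounds plus 3 SD, set per campaign, cut at about 52% in these data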;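 also: 0% = DMSO treated cells and 100% = cells given Gossypol at 36 µM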
NR5A2 inv ag: suppresses constitutive activity of human LRH-1. O00482. HEK293T StAR-luciferase reporter, LRH-1 transfected, 24 h. inhibition, % at 3.6 µM. hit rate 0.13% among 360,000. AID 602396;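 active = inhibition above the mean inhibition of all tested compounds plus 3 SD, cut at about 73% in these data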;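 also: 0% = DMSO wells and 100% = reporter-only cells lacking LRH-1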
EBV LMP1 NFkB: inhibitors of Epstein-Barr LMP1-induced NF-kappaB reporter; LMP1-induced NF-kappaB luciferase reporter cells, luminescence; hit rate 0.69% among 350,000; AID 504558; inhibition, % at 12.5 µM; in the data active = inhibition above about 41%;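 also: 0% = neutral control wells and 100% = reference inhibitor control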
NOD2 RIPK2 PPI: NOD2-RIPK2 protein interaction inhibition. inhibition, % at 4.98 µM. CHO BLA complementation NOD2-RIPK2, CCF4 ratio. hit rate 0.38% among 360,000. AID 624267. O43353; in the data active = inhibition above about 21%;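 also: 0% = vehicle only and 100% = reference blocker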
TLR9-MyD88 block: blocks human TLR9 binding to MyD88. AID 504734. Q9NR96+Q99836. hit rate 0.21% among 340,000. CHO BLA complementation TLR9-MyD88, CCF4 FRET ratio. inhibition, % at 4.98 µM;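 active = inhibition above the mean over all tested compounds plus 3 SD, cut at about 21% in these data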;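 also: 0% = DMSO only wells and 100% = clavulanate BLA inhibitor control wells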
NCOA1 inh: inhibitors of human steroid receptor coactivator 1 (SRC1); inhibition, % at 3.6 µM; hit rate 0.12% among 360,000; AID 588354; HEK293 GAL4-SRC1 luciferase reporter, luminescence; Q15788;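 active = inhibition above the campaign mean plus 3 SD, with each screening campaign given its own cutoff, cut at about 60% in these data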;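 also: 0% = DMSO treated cells and 100% = gossypol at 36 µM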
TROY signal inh: blocks TROY-dependent signaling in reporter cells | Q293 LMP1-TROYcd NF-kB luciferase reporter, 4 h | inhibition, % at 10 µM | hit rate 0.98% among 360,000;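 active = compounds whose plate-normalised and pattern-corrected inhibition of the luciferase reporter signal at the single screening dose is 50% or more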
C8 TRAIL sens: sensitizes caspase-8 expressing cells to TRAIL; inhibition (viability loss, TRAIL sensitization), % at 10 µM; AID 624354; NB7+C8 cells + TRAIL, ATPlite viability luminescence; hit rate 1% among 360,000;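 active = compounds causing at least 50% loss of cell viability in the single-dose screen, relative to plate controls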
SRC3 inh: human NCOA3 inhibition. Q9Y6Q9. HEK293 GAL4-SRC3 luciferase reporter, luminescence. inhibition, % at 3.6 µM. hit rate 0.17% among 360,000. AID 588352;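 active = inhibition above a per-campaign cutoff, the mean of all compounds plus 3 SD, cut at about 60% in these data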;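 also: 0% = DMSO-treated cells and 100% = gossypol-treated cells at 36 µM; higher means less SRC3-driven luciferase light from the GAL4 reporter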
Target sequence (Q9Y6Q9 whole entry, looked up, the tested form may be a part): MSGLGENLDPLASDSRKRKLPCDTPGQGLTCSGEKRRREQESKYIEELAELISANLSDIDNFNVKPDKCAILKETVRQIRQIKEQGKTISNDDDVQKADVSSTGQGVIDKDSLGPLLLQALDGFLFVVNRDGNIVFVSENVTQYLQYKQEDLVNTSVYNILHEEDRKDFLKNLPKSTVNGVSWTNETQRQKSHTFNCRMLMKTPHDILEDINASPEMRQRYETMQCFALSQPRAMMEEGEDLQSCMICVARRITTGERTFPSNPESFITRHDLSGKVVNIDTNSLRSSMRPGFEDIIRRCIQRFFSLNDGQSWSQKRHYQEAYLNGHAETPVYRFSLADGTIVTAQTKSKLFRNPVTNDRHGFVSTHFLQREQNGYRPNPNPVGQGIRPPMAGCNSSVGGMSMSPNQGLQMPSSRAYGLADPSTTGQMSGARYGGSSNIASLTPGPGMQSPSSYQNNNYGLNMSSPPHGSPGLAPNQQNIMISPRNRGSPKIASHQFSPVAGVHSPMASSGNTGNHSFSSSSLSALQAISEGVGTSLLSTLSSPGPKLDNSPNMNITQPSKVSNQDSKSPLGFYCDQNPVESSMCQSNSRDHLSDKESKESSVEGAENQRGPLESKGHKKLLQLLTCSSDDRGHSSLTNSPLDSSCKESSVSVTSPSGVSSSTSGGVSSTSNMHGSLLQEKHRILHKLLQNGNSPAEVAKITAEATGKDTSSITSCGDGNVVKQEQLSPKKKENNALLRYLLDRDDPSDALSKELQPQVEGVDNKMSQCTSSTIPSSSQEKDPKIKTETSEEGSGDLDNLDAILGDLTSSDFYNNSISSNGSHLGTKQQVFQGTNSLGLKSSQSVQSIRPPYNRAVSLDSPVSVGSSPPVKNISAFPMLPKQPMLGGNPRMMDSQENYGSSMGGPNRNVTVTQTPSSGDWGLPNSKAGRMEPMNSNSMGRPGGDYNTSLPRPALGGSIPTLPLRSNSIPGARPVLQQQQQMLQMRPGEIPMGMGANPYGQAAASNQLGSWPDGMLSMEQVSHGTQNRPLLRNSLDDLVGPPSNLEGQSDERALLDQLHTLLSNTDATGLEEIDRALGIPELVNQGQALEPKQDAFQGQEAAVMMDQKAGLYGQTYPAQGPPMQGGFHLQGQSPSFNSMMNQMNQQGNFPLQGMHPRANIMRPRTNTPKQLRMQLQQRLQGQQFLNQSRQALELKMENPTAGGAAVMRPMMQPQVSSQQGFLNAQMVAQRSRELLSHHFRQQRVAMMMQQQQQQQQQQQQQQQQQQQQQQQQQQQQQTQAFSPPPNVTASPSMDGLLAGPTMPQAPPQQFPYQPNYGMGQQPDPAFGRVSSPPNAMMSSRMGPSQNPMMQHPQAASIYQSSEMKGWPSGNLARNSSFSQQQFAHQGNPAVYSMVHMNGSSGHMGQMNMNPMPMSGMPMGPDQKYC
NR2F2 inh: blocks human COUP-TFII nuclear receptor; inhibition, % at 8.6 µM; HEK293T NGFI-A luciferase reporter, luminescence; hit rate 0.7% among 370,000; AID 686940;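 active = inhibition above a per-plate cutoff, mean inhibition of test wells between control levels plus 3 SD, cut at about 38% in these data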;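 also: cells cotransfected with COUP-TFII expression vector driving the NGFI-A reporter; 0% = median of COUP-TF2 test wells and 100% = reporter-only cells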
Numbers without * were called inactive.

Results for CC(C)c1ccc(C(C(=O)NC2CCCC2)N(C(=O)c2csnn2)C2CC2)cc1 (stereo not drawn) ?
Vif inh: 14; SRC2 inh: -13; NR5A2 inv ag: 12; EBV LMP1 NFkB: -1; NOD2 RIPK2 PPI: 1; TLR9-MyD88 block: -11; NCOA1 inh: 7; TROY signal inh: -6; C8 TRAIL sens: 9; SRC3 inh: 2; NR2F2 inh: -1

How did Cc1cccc(C)c1-c1ccc(CN2C(CC(C)C)C(=O)N(Cc3cn(CCO)nn3)CCS2(=O)=O)cc1 (stereo not drawn) do in these assays?
Vif inh: -1; SRC2 inh: 6; NR5A2 inv ag: -2; EBV LMP1 NFkB: 10; NOD2 RIPK2 PPI: 9; TLR9-MyD88 block: -8; NCOA1 inh: -6; TROY signal inh: 37; C8 TRAIL sens: 11; SRC3 inh: 14; NR2F2 inh: 11

Results for COc1ccc(C(=O)NCc2cn3ccsc3n2)cc1OC ?
Vif inh: -11; SRC2 inh: -7; NR5A2 inv ag: 8; EBV LMP1 NFkB: 6; NOD2 RIPK2 PPI: 8; TLR9-MyD88 block: 3; NCOA1 inh: -4; TROY signal inh: 5; C8 TRAIL sens: -12; SRC3 inh: 7; NR2F2 inh: 0

Results for CCOc1ccc(NC(=O)CSc2nnc(CNC(=O)c3ccco3)o2)cc1 ?
Vif inh: -11; SRC2 inh: 7; NR5A2 inv ag: -11; EBV LMP1 NFkB: -3; NOD2 RIPK2 PPI: -2; TLR9-MyD88 block: -2; NCOA1 inh: -11; TROY signal inh: 3; C8 TRAIL sens: 0; SRC3 inh: -2; NR2F2 inh: -2

How did O=C(Cc1ccc(NC(=O)C2CCN(C(=O)C3CCCCC3)CC2)cc1)Nc1ccc(C(=O)N2CCOCC2)cc1 do in these assays?
Vif inh: -7; SRC2 inh: 8; NR5A2 inv ag: -8; EBV LMP1 NFkB: -9; NOD2 RIPK2 PPI: 0; TLR9-MyD88 block: -6; NCOA1 inh: 15; TROY signal inh: 2; C8 TRAIL sens: 5; SRC3 inh: -11; NR2F2 inh: -9

Results for Cn1c(=O)c2cc(NC(=O)NCc3ccc(Cl)cc3Cl)ccc2n1Cc1ccccc1 ?
Vif inh: -16; SRC2 inh: -27; NR5A2 inv ag: 14; NOD2 RIPK2 PPI: -10; NCOA1 inh: -7; TROY signal inh: -13; C8 TRAIL sens: -19; SRC3 inh: 1; NR2F2 inh: 21

What do the screens show for `O=C1C2C3C=CC(C3)C2C(=O)N1/N=C/c1ccc(-c2ccccc2[N+](=O)[O-])o1` (stereo not drawn)?
Vif inh: 4; SRC2 inh: -32; NR5A2 inv ag: 17; EBV LMP1 NFkB: -9; NOD2 RIPK2 PPI: 5; TLR9-MyD88 block: -8; NCOA1 inh: -14; TROY signal inh: -24; C8 TRAIL sens: 1; SRC3 inh: 8; NR2F2 inh: -20

What do the screens show for `CC1(C)CC(=O)c2cnc(N)nc2C1`?
Vif inh: 4; SRC2 inh: 3; NR5A2 inv ag: 10; EBV LMP1 NFkB: 5; NOD2 RIPK2 PPI: 3; TLR9-MyD88 block: -7; NCOA1 inh: -8; TROY signal inh: -15; C8 TRAIL sens: -14; SRC3 inh: 3; NR2F2 inh: 1

Results for N=C1C(c2nc3ccccc3s2)=C(O)CN1NC(=O)c1ccccc1[N+](=O)[O-] ?
Vif inh: 10; SRC2 inh: 7; NR5A2 inv ag: 14; EBV LMP1 NFkB: -1; NOD2 RIPK2 PPI: -5; TLR9-MyD88 block: -6; NCOA1 inh: 7; TROY signal inh: -12; C8 TRAIL sens: 3; SRC3 inh: 21; NR2F2 inh: -1

How did Cc1nn(CC(=O)NNC(=O)c2ccccc2F)c([N+](=O)[O-])c1Br do in these assays?
Vif inh: -2; SRC2 inh: 0; NR5A2 inv ag: -2; NOD2 RIPK2 PPI: -2; NCOA1 inh: -11; TROY signal inh: -16; C8 TRAIL sens: -4; SRC3 inh: 21; NR2F2 inh: -3

Results for COc1ccc(C(=O)Oc2cc(/C=N/NS(=O)(=O)c3ccc(C)cc3)ccc2OC)cc1 ?
Vif inh: 0; SRC2 inh: -9; NR5A2 inv ag: 15; EBV LMP1 NFkB: -4; NOD2 RIPK2 PPI: -15; TLR9-MyD88 block: 1; NCOA1 inh: -27; TROY signal inh: -1; C8 TRAIL sens: -21; SRC3 inh: -14; NR2F2 inh: 5

How did COc1ccc(OC)c(/C=C2\S/C(=N/NC(=O)c3ccc4ccccc4c3)NC2=O)c1 do in these assays?
Vif inh: -4; SRC2 inh: 21; NR5A2 inv ag: 8; EBV LMP1 NFkB: -2; NOD2 RIPK2 PPI: -4; TLR9-MyD88 block: -10; NCOA1 inh: -14; TROY signal inh: 20; C8 TRAIL sens: 12; SRC3 inh: 0; NR2F2 inh: 0

How did O=C(NCC1COc2ccccc2O1)C1CCCN(S(=O)(=O)c2cccc3nsnc23)C1 (stereo not drawn) do in these assays?
Vif inh: -9; SRC2 inh: -4; NR5A2 inv ag: -2; EBV LMP1 NFkB: 1; NOD2 RIPK2 PPI: -5; TLR9-MyD88 block: -4; NCOA1 inh: 2; TROY signal inh: -5; C8 TRAIL sens: 9; SRC3 inh: -6; NR2F2 inh: 12

What do the screens show for `COc1cccc(N/C=C/c2onc(C)c2[N+](=O)[O-])c1`?
Vif inh: 3; SRC2 inh: -15; NR5A2 inv ag: -28; EBV LMP1 NFkB: -44; NOD2 RIPK2 PPI: -4; TLR9-MyD88 block: -5; NCOA1 inh: -43; TROY signal inh: -65; C8 TRAIL sens: 2; SRC3 inh: -85; NR2F2 inh: -17

What do the screens show for `COc1cc(C(c2nnnn2C(C)(C)C)N2CCN(C)CC2)cc(OC)c1OC` (stereo not drawn)?
Vif inh: 0; SRC2 inh: 6; NR5A2 inv ag: -18; EBV LMP1 NFkB: 1; NOD2 RIPK2 PPI: -4; TLR9-MyD88 block: 2; NCOA1 inh: -7; TROY signal inh: -7; C8 TRAIL sens: 4; SRC3 inh: 9; NR2F2 inh: 8

How did CCCc1cc(C(=O)Nc2ccccc2SC)no1 do in these assays?
Vif inh: -6; SRC2 inh: -24; NR5A2 inv ag: -10; EBV LMP1 NFkB: -20; NOD2 RIPK2 PPI: 2; TLR9-MyD88 block: -21; NCOA1 inh: -31; TROY signal inh: -43; C8 TRAIL sens: -14; SRC3 inh: -27; NR2F2 inh: -36

What do the screens show for `Cc1[nH]c2ccccc2c1/C=N/NC(=S)NCc1ccccc1`?
Vif inh: 4; SRC2 inh: 11; NR5A2 inv ag: -9; EBV LMP1 NFkB: -6; NOD2 RIPK2 PPI: 5; TLR9-MyD88 block: -8; NCOA1 inh: -2; TROY signal inh: -24; C8 TRAIL sens: 6; SRC3 inh: 8; NR2F2 inh: 6

What do the screens show for `CCCC[N+](CC#CCO)(CC#Cc1ccccc1)CCCC`?
Vif inh: -1; SRC2 inh: 6; NR5A2 inv ag: 1; EBV LMP1 NFkB: 1; NOD2 RIPK2 PPI: -1; TLR9-MyD88 block: 0; NCOA1 inh: -13; TROY signal inh: -15; C8 TRAIL sens: 7; SRC3 inh: 9; NR2F2 inh: -16

How did Cc1c(CNC(=O)C2CCC(=O)N(CCc3ccccc3)C2)cnn1C (stereo not drawn) do in these assays?
Vif inh: -2; SRC2 inh: -21; NR5A2 inv ag: 10; EBV LMP1 NFkB: 2; NOD2 RIPK2 PPI: -1; TLR9-MyD88 block: 2; NCOA1 inh: 0; TROY signal inh: 4; C8 TRAIL sens: -4; SRC3 inh: 9; NR2F2 inh: 8

What do the screens show for `COc1cc(CNCCNCC(C)O)ccc1OCc1ccc(Cl)nc1` (stereo not drawn)?
Vif inh: 16; SRC2 inh: -19; NR5A2 inv ag: -26; EBV LMP1 NFkB: -5; NOD2 RIPK2 PPI: -4; TLR9-MyD88 block: 7; NCOA1 inh: -18; TROY signal inh: -41; C8 TRAIL sens: -4; SRC3 inh: -10; NR2F2 inh: -14

Results for COc1cc(-c2nnc(SCC3(c4ccccc4)OCCO3)o2)cc(OC)c1OC ?
Vif inh: 44; SRC2 inh: 22; NR5A2 inv ag: 8; EBV LMP1 NFkB: 1; NOD2 RIPK2 PPI: 0; TLR9-MyD88 block: -5; NCOA1 inh: -11; TROY signal inh: -7; C8 TRAIL sens: 10; SRC3 inh: 2; NR2F2 inh: 4

What do the screens show for `O=C(CCSc1ccccc1)NCC1CCCO1` (stereo not drawn)?
Vif inh: 0; SRC2 inh: 0; NR5A2 inv ag: 7; EBV LMP1 NFkB: -18; NOD2 RIPK2 PPI: -9; TLR9-MyD88 block: 6; NCOA1 inh: -17; TROY signal inh: -42; C8 TRAIL sens: -7; SRC3 inh: -1; NR2F2 inh: 1

Results for Cc1cc(=O)oc2cc(OCC(=O)Nc3ccc(CN4CCOCC4)cc3)ccc12 ?
Vif inh: 1; SRC2 inh: -15; NR5A2 inv ag: 9; EBV LMP1 NFkB: -10; NOD2 RIPK2 PPI: 2; TLR9-MyD88 block: 7; NCOA1 inh: 10; TROY signal inh: 20; C8 TRAIL sens: 5; SRC3 inh: 19; NR2F2 inh: 1

How did COc1ccc(-c2cc(C(=O)NC3CCCCC3)no2)cc1OC do in these assays?
Vif inh: -9; SRC2 inh: -2; NR5A2 inv ag: -8; EBV LMP1 NFkB: 7; NOD2 RIPK2 PPI: 58*; TLR9-MyD88 block: -20; NCOA1 inh: 8; TROY signal inh: 1; C8 TRAIL sens: 2; SRC3 inh: 8; NR2F2 inh: -24

How did Cc1ccc(N(CC(=O)Nc2ccccc2C(=O)N2CCOCC2)S(C)(=O)=O)cc1 do in these assays?
Vif inh: 29; SRC2 inh: 9; NR5A2 inv ag: -2; EBV LMP1 NFkB: 5; NOD2 RIPK2 PPI: 0; TLR9-MyD88 block: 2; NCOA1 inh: 3; TROY signal inh: -24; C8 TRAIL sens: -3; SRC3 inh: 4; NR2F2 inh: -5

Results for CCCCc1c(C)nc2c(OC)cccc2c1SCCC(=O)O ?
Vif inh: 5; SRC2 inh: -11; NR5A2 inv ag: 6; EBV LMP1 NFkB: -5; NOD2 RIPK2 PPI: -7; TLR9-MyD88 block: -2; NCOA1 inh: 4; TROY signal inh: 10; C8 TRAIL sens: -10; SRC3 inh: 16; NR2F2 inh: 4

What do the screens show for `CC(C)N1CCN(Cc2coc3ccccc3c2=O)CC1CCO` (stereo not drawn)?
Vif inh: 0; SRC2 inh: -1; NR5A2 inv ag: -6; EBV LMP1 NFkB: -3; NOD2 RIPK2 PPI: -4; TLR9-MyD88 block: 6; NCOA1 inh: 4; TROY signal inh: 6; C8 TRAIL sens: 1; SRC3 inh: -13; NR2F2 inh: -7

Not a retest: an excerpt of the list.
Results for COc1ccc(C(=O)Oc2cc(/C=N/NS(=O)(=O)c3ccc(C)cc3)ccc2OC)cc1 ?
Vif inh: 0; SRC2 inh: -9; NR5A2 inv ag: 15; EBV LMP1 NFkB: -4; NOD2 RIPK2 PPI: -15; TLR9-MyD88 block: 1; NCOA1 inh: -27; TROY signal inh: -1; C8 TRAIL sens: -21; SRC3 inh: -14; NR2F2 inh: 5

How did COc1ccc(OC)c(/C=C2\S/C(=N/NC(=O)c3ccc4ccccc4c3)NC2=O)c1 do in these assays?
Vif inh: -4; SRC2 inh: 21; NR5A2 inv ag: 8; EBV LMP1 NFkB: -2; NOD2 RIPK2 PPI: -4; TLR9-MyD88 block: -10; NCOA1 inh: -14; TROY signal inh: 20; C8 TRAIL sens: 12; SRC3 inh: 0; NR2F2 inh: 0

High-throughput results from PubChem.

The list is partial; the hit share may differ from the screen's.
